High-throughput results from PubChem.
CTSL1 counter: blocks F. hepatica cathepsin L1 in PFM18AAP counter-screen; inhibition, % at 5.96 µM; 300,000 tested, 0.49% active; AID 1906; recombinant F. hepatica cathepsin L1, Z-Leu-Arg-MCA fluorescence;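 active means inhibition above the mean of all tested compounds plus 3 SD, set per screening campaign, cut at about 17% in these data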;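 further: 0% = plate median of test compound wells and 100% = 1 µM Z-Phe-Ala-diazomethylketone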
EBNA-1 inhibitor: blocks EBNA-1 binding to DNA | EBNA-1 DNA binding, fluorescence polarization | inhibition, % at 14.8 µM | 300,000 tested, 0.34% active; in the data active means inhibition above about 28%
ZTA counter: counter-screen for EBNA-1 inhibitors: inhibitors of Epstein-Barr virus ZTA; AID 2234; 320,000 tested, 0.15% active; inhibition, % at 11 µM; ZTA-DNA binding, fluorescence polarization; in the data active means inhibition above about 33%
PREPL inh: human PREPL enzyme inhibition. Q4J6C6. recombinant PREPL, fluorescence polarization activity-based probe. inhibition, % at 5.96 µM. 320,000 tested, 0.68% active. AID 2751; in the data active means inhibition above about 43%;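 further: 0% = enzyme with DMSO and 100% = wells lacking enzyme; many of its hits are not listed in these tables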
Target sequence (Q4J6C6 whole entry, looked up): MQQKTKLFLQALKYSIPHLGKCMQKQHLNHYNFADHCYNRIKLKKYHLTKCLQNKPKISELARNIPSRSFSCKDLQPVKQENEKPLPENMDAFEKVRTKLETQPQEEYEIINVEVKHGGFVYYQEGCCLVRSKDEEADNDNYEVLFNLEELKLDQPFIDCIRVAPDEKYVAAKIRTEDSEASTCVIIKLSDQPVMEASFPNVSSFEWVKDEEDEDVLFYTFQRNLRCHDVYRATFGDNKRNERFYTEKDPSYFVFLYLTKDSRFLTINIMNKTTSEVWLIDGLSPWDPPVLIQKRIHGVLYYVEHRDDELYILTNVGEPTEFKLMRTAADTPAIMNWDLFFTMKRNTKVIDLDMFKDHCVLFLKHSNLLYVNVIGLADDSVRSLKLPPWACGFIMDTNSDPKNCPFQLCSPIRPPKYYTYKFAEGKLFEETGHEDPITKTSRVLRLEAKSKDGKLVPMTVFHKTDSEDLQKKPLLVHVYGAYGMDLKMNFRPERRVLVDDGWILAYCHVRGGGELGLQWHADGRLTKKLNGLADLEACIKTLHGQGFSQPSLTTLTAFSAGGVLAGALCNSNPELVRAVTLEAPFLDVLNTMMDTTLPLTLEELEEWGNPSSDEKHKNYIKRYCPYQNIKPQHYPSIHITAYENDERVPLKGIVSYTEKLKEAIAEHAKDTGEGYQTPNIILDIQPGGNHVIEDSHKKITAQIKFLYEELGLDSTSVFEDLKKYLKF
Efflux pump inh: inhibitors of Candida antifungal efflux pumps expressed in yeast; S. cerevisiae Candida pump triplex, Nile Red efflux; inhibition, % at 10 µM; 330,000 tested, 0.44% active; AID 485275;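 active means plate passing quality check with inhibition over a set limit, or well fluorescence over plate mean plus 4 SD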;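 further: Nile Red retained in pooled yeast measured as flow cytometry median fluorescence; 0% = buffer negative control and 100% = Enniatin B positive control; higher means more Nile Red kept so more efflux inhibition; some compounds called inactive have numbers as strong as hits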
TPT1 inhibitor: inhibitors of Candida albicans tRNA 2'-phosphotransferase TPT1. recombinant caTPT1, FP RNA substrate dephosphorylation. 300,000 tested, 0.81% active. inhibition, % at 5 µM;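 active means inhibition above the mean of all tested compounds plus 3 SD, set per screening campaign, cut at about 24% in these data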;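 further: plate controls were DMSO alone for no effect and ferristatin control at 100 nM for full effect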
PP1 counter: PP1-alpha (human) inhibition in PP5 counter-screen; inhibition, % at 6.7 µM; 320,000 tested, 0.9% active; purified PP1alpha, OMFP fluorescence;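 active means inhibition above the mean inhibition of all tested compounds plus 3 SD, computed separately for each screening campaign, cut at about 15% in these data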
Target sequence (P62136 whole entry, looked up): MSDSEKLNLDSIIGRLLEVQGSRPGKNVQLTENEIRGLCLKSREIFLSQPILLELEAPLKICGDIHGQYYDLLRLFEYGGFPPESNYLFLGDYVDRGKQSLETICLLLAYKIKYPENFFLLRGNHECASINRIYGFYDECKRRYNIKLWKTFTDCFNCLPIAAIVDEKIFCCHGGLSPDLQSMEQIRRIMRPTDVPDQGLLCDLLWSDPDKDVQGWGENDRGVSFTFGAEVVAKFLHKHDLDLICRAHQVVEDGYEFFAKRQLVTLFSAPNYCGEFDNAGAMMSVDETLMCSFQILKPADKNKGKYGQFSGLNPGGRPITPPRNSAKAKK
PP5 primary: PP5 (human) phosphatase inhibition; P53041; purified PP5c, OMFP substrate fluorescence; inhibition, % at 6.7 µM; 320,000 tested, 0.18% active; AID 1987;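 active means inhibition above the campaign's mean inhibition across all tested compounds plus 3 SD, cut at about 9.5% in these data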;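 further: 0% = DMSO only and 100% = 100 µM cantharidin control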
HCV core dimer: HCV core protein dimerization inhibition. TR-FRET GST/Flag-core106 dimerization, 1536-well. inhibition, % at 5 µM. 300,000 tested, 0.33% active;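 active means inhibition above the mean of all tested compounds plus 3 SD, set per screening campaign, cut at about 45% in these data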
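test system = GST/Flag-tagged HCV core106 proteins | probe or stimulus = Eu donor and XL665 acceptor anti-tag antibodies | times = compound-protein-antibody incubation 4 h at 22.5 °C | signal = TR-FRET, excitation 340 nm, emission 617 and 671 nm | measure = percent inhibition of core106 dimerization signal | controls = wells lacking GST-core106 and wells with excess unlabelled core106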
* hit, by the source's call; . = not tested or not shown.

SMILES	CTSL1 counter	EBNA-1 inhibitor	ZTA counter	PREPL inh	Efflux pump inh	TPT1 inhibitor	PP1 counter	PP5 primary	HCV core dimer
O=C(CN1CCC(Cc2ccccc2)CC1)NC(=O)NCc1ccco1	-1	11	2	6	0.0	-3	-1	-2.0	11
Cc1ccccc1OCC(O)Cn1nnc2ccccc21 (centres undefined)	-1	0	12	12	0.1	-2	-2	1.8	0
CN(C)S(=O)(=O)c1ccc(C(=O)Nc2ccccc2C(=O)O)cc1	2	12	4	-4	0.0	-3	-6	3.0	4
COc1cc2[nH]c(C(=O)N3CCN(c4ccccc4F)CC3)cc2c(OC)c1OC	-2	-1	-6	3	-0.1	-3	0	3.9	12
NC(=O)c1ccccc1OCCOCCOCCOc1ccccc1C(N)=O	-2	3	4	2	-0.1	-2	-2	-0.8	0
COc1ccccc1-n1c(CNc2ccc(F)cc2)nnc1SCC(=O)Nc1cc(C)on1	5	1	9	9	-0.1	-5	-1	4.0	-1
CCN(CCn1cccn1)C(=O)CCc1nnc(-c2ccc3c(c2)OCO3)o1	-2	9	2	2	-0.1	0	-1	-2.8	-5
Cc1cccc2c1-c1sc(C(=O)NCCCN3CCC(C)CC3)cc1CO2	4	-2	9	38	-0.1	-1	3	3.9	-6
COc1ccc(OC)c(CN2CCC(C(=O)N3CCN(c4ccccc4F)CC3)CC2)c1	-1	6	9	13	0.1	1	4	2.5	-8
CC(C)(C)C1=C(C#N)C(c2ccncc2)C(C#N)=C(N)O1 (centres undefined)	0	8	-2	2	0.2	-2	-1	0.2	-1
CCOCCn1c(CN2CCOCC2)nc2c1c(=O)[nH]c(=O)n2C	0	1	-7	5	0.2	2	2	2.8	-4
Clc1ccc(C2CSc3c4ncnc-4ncn32)cc1 (centres undefined)	-3	3	10	-5	0.0	-6	-2	-2.3	0
COc1cc(C(=O)OCC(=O)c2cc(C)n(C)c2C)cc(NC(=O)c2ccco2)c1OC	-1	5	-1	-1	0.1	3	2	1.2	10
O=C1C(Cc2ccc(F)cc2)SC(=Nc2ccccc2)N1c1ccccc1 (centres undefined)	4	-1	6	-12	0.1	-1	-3	-1.9	2
CCCC(=O)N/C(N)=N/c1nc(C)c2ccccc2n1	2	0	2	0	-0.1	2	4	-1.7	3

Shown as labelled records: 3 of the compounds above.
> CCN(CCn1cccn1)C(=O)CCc1nnc(-c2ccc3c(c2)OCO3)o1
  CTSL1 counter = -2	EBNA-1 inhibitor = 9	ZTA counter = 2	PREPL inh = 2	Efflux pump inh = -0.1	TPT1 inhibitor = 0	PP1 counter = -1	PP5 primary = -2.8	HCV core dimer = -5
> Cc1cccc2c1-c1sc(C(=O)NCCCN3CCC(C)CC3)cc1CO2
  CTSL1 counter = 4	EBNA-1 inhibitor = -2	ZTA counter = 9	PREPL inh = 38	Efflux pump inh = -0.1	TPT1 inhibitor = -1	PP1 counter = 3	PP5 primary = 3.9	HCV core dimer = -6
> COc1ccc(OC)c(CN2CCC(C(=O)N3CCN(c4ccccc4F)CC3)CC2)c1
  CTSL1 counter = -1	EBNA-1 inhibitor = 6	ZTA counter = 9	PREPL inh = 13	Efflux pump inh = 0.1	TPT1 inhibitor = 1	PP1 counter = 4	PP5 primary = 2.5	HCV core dimer = -8

Further entries follow:
SMILES	CTSL1 counter	EBNA-1 inhibitor	ZTA counter	PREPL inh	Efflux pump inh	TPT1 inhibitor	PP1 counter	PP5 primary	HCV core dimer
COc1cc(NC(=O)[C@H]2CCCN2S(=O)(=O)c2cccc3cccnc23)cc(OC)c1OC	0	-5	6	21	0.0	1	2	2.5	-4
COc1ccc2c(c1)C(c1cccs1)=NNC(c1ccncc1)=N2	4	0	15	-35	-0.1	-5	-1	1.2	-5
CCOc1cccc(-c2csc(C3COc4ccccc4O3)n2)c1 (centres undefined)	-2	19	8	-4	0.2	1	0	0.3	0
CCCNC(=O)C(=O)Nc1ccc(N(C)C)cc1	6	2	-12	1	0.0	0	-1	0.6	-10
O=C(COc1ccccc1)Nc1cccc(-c2nc3cc4ccccc4cc3[nH]2)c1	1	14	0	-22	0.1	-5	2	2.2	8
CC(=O)NS(=O)(=O)c1ccc(NC(=O)C2C3C=CC(C3)C2C(=O)O)cc1 (centres undefined)	-4	3	20	2	-0.2	-1	-4	-2.7	-1
CC(C)Nc1nc(Cl)nc(Nc2ccccc2)n1	-2	-5	-3	2	0.0	-1	-2	1.4	-5
O=C(CN1CCCCC1)N/N=C/c1cccc(C(F)(F)F)c1	-1	-1	4	3	0.1	1	3	3.7	-2
COc1ccc(NC(=S)Nc2cc(-c3ccccc3)[nH]n2)cc1Cl	-1	36*	-22	13	-0.2	-4	8	4.4	2
CCc1ccc(NC(=O)C(C)OC(=O)CN2C(=O)NC3(CCCC3)C2=O)cc1 (centres undefined)	.	.	-19	3	0.0	.	-2	3.1	.
Cn1c(=O)oc2cc(S(=O)(=O)Nc3cccc(C(=O)O)c3)ccc21	4	-6	-9	-1	0.1	1	42*	2.5	-4
CNC(=S)NNC(=O)Cc1ccc(OC)c(OC)c1	0	-9	-10	17	-0.1	-1	-10	-5.7	-7
CS(=O)(=O)NCc1nnc(SCc2c(F)cccc2Cl)o1	-2	-1	9	-10	0.1	1	-2	0.1	1
O=C(NC1CCCCC1)N1CCN(c2ccccc2)CC1	3	-15	3	18	-0.1	2	-2	-2.1	-9
COc1ccc(NC(=O)C2CCCN2C(=O)Oc2ccccc2)cc1 (centres undefined)	-1	1	-18	-3	-0.2	47*	0	1.4	-4
Cc1ccc(NC(=O)CSc2nnc(C3COc4ccccc4O3)o2)c(Cl)c1 (centres undefined)	3	3	10	-6	-0.1	-1	0	-2.8	1
CCCn1c(N2CCN(C(=O)N3CCCCC3)CC2)nc2ccccc21	-4	-18	-2	3	0.1	3	1	1.8	4
COc1cccc(CN2CCN(C(=O)Nc3ccc([N+](=O)[O-])cc3)CC2)c1	12	-10	11	17	-0.1	-8	4	-3.1	2
CN1CCN(NC(=O)c2cc(-c3ccc(Cl)s3)nc3ccccc23)CC1	3	5	17	-13	0.1	0	-2	0.7	-7
Cc1c(C(=O)Nc2ccc(F)cc2)oc2ccc(S(=O)(=O)N3CC(C)CC(C)C3)cc12 (centres undefined)	-2	-7	1	-5	-0.1	5	-3	-3.6	-1
Cc1cc(Cl)c(S(=O)(=O)NC2CCCC2)cc1OCC(N)=O	-1	2	-1	4	0.4	-2	-4	3.5	0
Cc1nn(C)c(C)c1C(C)NC(=O)c1cc(COc2cncc(Cl)c2)on1 (centres undefined)	1	-5	-19	7	0.2	-1	-3	2.6	-9
CCOC(=O)c1ccc(NC(=O)CSc2nnc(CNC(=O)c3ccco3)o2)cc1	3	1	-5	18	0.0	-2	0	0.7	-21
O=S(=O)(Cc1ccccc1Cl)NCc1ccccc1	-1	-7	-2	-6	0.3	1	1	1.5	0
CCN(CC(=O)NCc1cccs1)C(=O)c1cccc(S(=O)(=O)Nc2ccccc2Cl)c1	1	0	-2	14	0.1	-2	-2	0.0	4
CCC(C)NS(=O)(=O)c1ccc(NS(=O)(=O)c2ccccc2[N+](=O)[O-])cc1 (centres undefined)	0	4	9	-2	0.0	-5	-4	-3.0	-1
COc1ccc(C(=O)Nc2ccc(/C(C)=N/NC(=O)c3ccncc3)cc2)cc1	-2	3	4	1	0.0	-1	0	1.1	15
Cc1cc(NC(=O)Cn2cc([N+](=O)[O-])cn2)n(Cc2ccc(F)cc2)n1	3	0	3	6	-0.2	0	-4	3.3	-5
Cc1cccc(C(=O)OCC(=O)NCC2CCCO2)c1O (centres undefined)	.	.	10	2	0.1	.	2	1.2	.
Cn1c(=O)n(C)c2cc(C(=O)c3ccccc3)ccc21	4	-2	9	14	-0.2	2	-2	-0.9	8

Profiles, quoted from the list.
Cc1nn(C)c(C)c1C(C)NC(=O)c1cc(COc2cncc(Cl)c2)on1 (centres undefined) reads CTSL1 counter = 1; EBNA-1 inhibitor = -5; ZTA counter = -19; PREPL inh = 7; Efflux pump inh = 0.2; TPT1 inhibitor = -1; PP1 counter = -3; PP5 primary = 2.6; HCV core dimer = -9
Cc1c(C(=O)Nc2ccc(F)cc2)oc2ccc(S(=O)(=O)N3CC(C)CC(C)C3)cc12 (centres undefined) reads CTSL1 counter = -2; EBNA-1 inhibitor = -7; ZTA counter = 1; PREPL inh = -5; Efflux pump inh = -0.1; TPT1 inhibitor = 5; PP1 counter = -3; PP5 primary = -3.6; HCV core dimer = -1

Next part
SMILES	CTSL1 counter	EBNA-1 inhibitor	ZTA counter	PREPL inh	Efflux pump inh	TPT1 inhibitor	PP1 counter	PP5 primary	HCV core dimer
Cc1ccc(C(=O)Cn2c(C(=O)O)cc3ccccc32)cc1	-3	6	8	-2	-0.1	4	3	-1.3	5
CC(=O)C1=C(C)NC(SCC(=O)c2ccc(-c3ccccc3)cc2)=C(C#N)C1c1cccnc1 (centres undefined)	1	36*	4	35	0.1	30*	27*	-0.4	3
O=C(Nc1ccccc1N1CCCC1)C1CCN(C(=O)c2ccc(F)cc2)CC1	2	-10	-20	-5	0.1	-3	-5	0.2	-2
CN(C)CCCCOc1ccc(F)cc1	-3	-2	0	-5	0.2	4	-3	-0.1	2
O=[N+]([O-])c1cccnc1Oc1ccc(F)cc1	-7	-5	2	5	0.0	-4	-7	-0.5	2
Cc1cccc(N2CCN(CCNC(=O)c3cc4c(s3)CS(=O)(=O)C4)CC2)c1C	-4	2	-12	36	0.1	-1	1	1.4	6
COc1cccc(Cn2c(=O)oc3ccccc32)c1	-1	-7	-8	-3	0.1	0	-1	-0.9	2
CCCC(=O)OC(C(=O)Nc1cc(C(F)(F)F)ccc1Cl)c1ccccc1 (centres undefined)	-15	-3	10	8	-0.2	-1	7	4.8	-2
O=C(NN=C1CCCCC1)c1ccccc1-n1cccc1	2	10	-8	-20	0.3	-1	-3	-0.3	-1
O=C(O)CC/C(=N\Nc1ccc([N+](=O)[O-])cc1)c1ccccc1	2	-3	2	5	-0.2	34*	0	0.4	6
O=C(N1CCCC1)N1CCN(S(=O)(=O)c2ccccc2)CC1	-5	5	-4	-9	-0.1	3	0	1.7	-6
CCOc1ccc(N(C)S(=O)(=O)c2cnc[nH]2)cc1	-4	-3	-9	-7	0.0	0	-1	-0.9	0
O=C(NCc1ccccc1)NC12CC3CC(CC(C3)C1)C2	4	-13	-31	9	-0.1	-3	8	2.1	-3

Reprinted at random: 6 entries already listed
SMILES	CTSL1 counter	EBNA-1 inhibitor	ZTA counter	PREPL inh	Efflux pump inh	TPT1 inhibitor	PP1 counter	PP5 primary	HCV core dimer
CCCC(=O)OC(C(=O)Nc1cc(C(F)(F)F)ccc1Cl)c1ccccc1 (centres undefined)	-15	-3	10	8	-0.2	-1	7	4.8	-2
Cc1ccc(C(=O)Cn2c(C(=O)O)cc3ccccc32)cc1	-3	6	8	-2	-0.1	4	3	-1.3	5
O=C(N1CCCC1)N1CCN(S(=O)(=O)c2ccccc2)CC1	-5	5	-4	-9	-0.1	3	0	1.7	-6
O=C(NN=C1CCCCC1)c1ccccc1-n1cccc1	2	10	-8	-20	0.3	-1	-3	-0.3	-1
Cc1cccc(N2CCN(CCNC(=O)c3cc4c(s3)CS(=O)(=O)C4)CC2)c1C	-4	2	-12	36	0.1	-1	1	1.4	6
O=C(NCc1ccccc1)NC12CC3CC(CC(C3)C1)C2	4	-13	-31	9	-0.1	-3	8	2.1	-3

Only part of the results is shown. The share of hits here may be higher or lower than overall.
